MOR-DOR ag: agonists of human mu-delta opioid receptor heterodimerization | AID 504326 | activation, % at 9.3 µM | cells, OPRM1-OPRD1 heterodimerization, luminescence | 0.3% of 340,000 active | P35372+P41143; in the data active = activation above about 18%;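 also: 0% = vehicle-treated cells and 100% = reference agonist; values of inactives mirror those of a sister screen read the other way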
OPRM1-OPRD1 inv: inverse agonist of human OPRM1-OPRD1 heterodimerization; inhibition, % at 9.3 µM; cell-based MOR-DOR heterodimer luminescence, inverse agonism; AID 504357; 0.21% of 340,000 active; P35372+P41143; in the data active = inhibition above about 22%, passing the limit was not always enough;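 also: 0% = cells with DMSO and 100% = wells without cells with DMSO; values of inactives mirror those of a sister screen read the other way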
Arr AP2 block: blocks beta-arrestin peptide binding to AP2 adaptin; FITC-arrestin peptide / GST-AP2 beads, flow cytometry; AP2 beta2 appendage carries R879A mutation; 0.31% of 340,000 active; AID 504490; inhibition, % at 10 µM;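 active = inhibition above a set limit, near 3 SD of compounds lacking own fluorescence, cut at about 54% in these data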;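 also: plate controls were DMSO wells for no effect and 5 µM unlabelled arrestin peptide for full effect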
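Assay system: GST-AP2 R879A bound to glutathione beads, E. coli-expressed; Medium: PBS with 0.05% Tween 20 and 0.1% BSA; Also added: fluorescein-tagged arrestin peptide at 50 nM final; Timing: 12 min plus 1 h, RT; Measured by: flow cytometry, FL1 (488/535 nm); Evaluation: percent drop in bead-associated FITC signal.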
Wnt bcat act: activates Wnt/beta-catenin signaling in a reporter cell assay; activator, plate reader; activation, % at 9.35 µM; 1.2% of 300,000 active; in the data active = activation above about 30%, passing the limit was not always enough;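 also: 0% = neutral control wells and 100% = positive control wells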
LANA DNA inh: blocks KSHV LANA C-terminal domain binding to DNA; MBP-C-LANA/FAM-LBS DNA binding, fluorescence polarization; inhibition, % at 9 µM; 0.078% of 340,000 active; AID 504423;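 active = highest replicate inhibition at or above 60% at 9 µM, even if other replicates fall short; inactive = all replicates below 60% inhibition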;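 also: 0% = neutral control wells and 100% = 4 µM acridine orange control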
cardiac RTF act: increases calcium sensitivity of human cardiac regulated thin filaments; P19429+P45379; IANBD-labeled TnC RTF fluorescence at EC20 calcium; 0% EC20 calcium, 100% full calcium; activation, % at 7.2 µM; 0.24% of 340,000 active; AID 493008;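 active = activation above the mean over all tested compounds plus 3 SD, cut at about 30% in these data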;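 also: rise in fluorescence read as greater calcium sensitivity of cardiac thin filaments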
Pemphigus Ab inh: inhibitors of pemphigus antibody binding to human desmoglein-3 | P32926 | DSG3-coupled beads, scFv-anti-DSG3-GFP binding, flow cytometry; hits give low values | binding (percent of control), % at 10 µM | 0.48% of 310,000 active | AID 588358;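 active = binding more than 3 SD below its plate's average and above zero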;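 also: hits lower antibody fragment binding to DSG3; some compounds called inactive have numbers as strong as hits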
Target sequence (P32926 whole entry, looked up, the tested form may be a part): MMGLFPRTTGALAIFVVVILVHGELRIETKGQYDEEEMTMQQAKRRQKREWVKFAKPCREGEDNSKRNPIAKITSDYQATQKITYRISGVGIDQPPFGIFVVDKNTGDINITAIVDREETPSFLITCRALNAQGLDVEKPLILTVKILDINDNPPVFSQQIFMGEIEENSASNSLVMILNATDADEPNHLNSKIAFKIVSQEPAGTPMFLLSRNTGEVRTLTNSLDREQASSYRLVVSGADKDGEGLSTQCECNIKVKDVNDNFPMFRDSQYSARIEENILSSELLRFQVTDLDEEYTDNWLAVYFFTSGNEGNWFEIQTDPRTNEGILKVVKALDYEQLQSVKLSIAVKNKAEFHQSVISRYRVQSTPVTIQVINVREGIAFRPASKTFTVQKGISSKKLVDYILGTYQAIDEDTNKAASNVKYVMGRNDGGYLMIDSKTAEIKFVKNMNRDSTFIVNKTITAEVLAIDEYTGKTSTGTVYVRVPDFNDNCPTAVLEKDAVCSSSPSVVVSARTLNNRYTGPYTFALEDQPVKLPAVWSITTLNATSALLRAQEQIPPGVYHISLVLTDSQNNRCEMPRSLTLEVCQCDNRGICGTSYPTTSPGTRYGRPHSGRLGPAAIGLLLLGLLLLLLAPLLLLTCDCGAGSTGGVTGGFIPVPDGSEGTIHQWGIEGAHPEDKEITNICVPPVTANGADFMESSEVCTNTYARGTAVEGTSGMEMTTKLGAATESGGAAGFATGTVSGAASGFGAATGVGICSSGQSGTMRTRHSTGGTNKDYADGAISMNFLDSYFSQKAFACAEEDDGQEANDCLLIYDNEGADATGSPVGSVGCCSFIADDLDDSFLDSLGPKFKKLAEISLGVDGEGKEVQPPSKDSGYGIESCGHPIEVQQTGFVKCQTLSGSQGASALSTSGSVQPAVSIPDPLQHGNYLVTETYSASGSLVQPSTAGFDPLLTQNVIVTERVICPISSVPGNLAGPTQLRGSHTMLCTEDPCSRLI
Cardiac RTF inh: cardiac RTF calcium desensitization | inhibition, % at 7.15 µM | P19429+P45379 | IANBD-labeled cardiac RTF, Ca2+ fluorescence | 0.12% of 340,000 active;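 active = inhibition above the mean inhibition of all tested compounds plus 3 SD, cut at about 17% in these data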;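 also: assay run at fixed EC70 calcium of 1.6 mM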
Keap1 Nrf2 FP: inhibitors of human Keap1-Nrf2 protein-protein interaction. Q14145. Keap1 Kelch-Nrf2 peptide fluorescence polarization, 1536-well. inhibition, % at 9.4 µM. 0.15% of 340,000 active. AID 504523; in the data active = inhibition above about 12%;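 also: human Keap1 Kelch domain with fluorescein labeled Nrf2 9mer peptide probe; 0% = neutral control wells and 100% = peptide positive control; higher means more block of Keap1 binding to Nrf2 peptide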
V-ATPase pH: regulators of yeast V-ATPase proton transport. AID 504577. S. cerevisiae, pHLuorin cytosolic pH fluorescence. 0.37% of 350,000 active. response, % at 10 µM; in the data active = response mostly above about 7.3%, no sharp cut-off; inactive = mostly below about 5.4%; also: actives read high; inactives centre near 0; some compounds called inactive have numbers as strong as hits; reference of the scale not given here
The depositor's hits bear a star; . = no result given. Hits appear at their usual frequency; about 3.1% have a hit in one of these screens.

SMILES	MOR-DOR ag	OPRM1-OPRD1 inv	Arr AP2 block	Wnt bcat act	LANA DNA inh	cardiac RTF act	Pemphigus Ab inh	Cardiac RTF inh	Keap1 Nrf2 FP	V-ATPase pH
COc1ccc(C(=O)N2CCC(C(=O)N3CCN(c4ccc(OC)cc4)CC3)CC2)cc1	-2.3	14	9	2	0.4	-3	93	-8	-1	1
Cc1nc2ccccc2n1Cc1ccc(Cl)cc1	0.0	0	-6	-7	-0.3	-4	104	-14	2	-2
COC(=O)CN1C(=O)N/C(=C/c2ccc(OC)c(C)c2OC)C1=O	-2.8	15	8	-2	-0.1	-2	127	-4	3	-3
COCCCN1CN=C(Nc2nc3ccccc3o2)NC1	-1.8	10	22	13	-1.2	6	102	-2	-4	2
O=C(NC(=S)Nc1cccc2c(O)cccc12)c1ccccc1[N+](=O)[O-]	-0.1	1	-13	-2	-0.2	-2	118	-5	-7	1
CCOC(=O)c1c(NC=O)sc2c1CCC2	-0.1	0	9	-1	-1.6	5	99	0	-7	9
CNC(=S)N1CCc2sccc2C1C (stereo not drawn)	-3.0	15	-1	0	0.6	3	100	0	-4	0
COc1ccc(N2CCN(C(=O)C3CCCN(S(=O)(=O)c4ccc(C)cc4)C3)CC2)cc1 (stereo not drawn)	-1.6	9	6	-3	-0.5	-3	103	-15	-5	3
Cc1ccc(-c2cccc(OC(=O)c3ccccc3F)c2)cc1	0.3	-2	-11	.	0.5	5	.	-3	5	0
CN(CCCNC(=O)c1cccc(N2CCCC2=O)c1)c1ccccc1	-2.1	10	7	.	0.2	5	104	-4	1	-2
OC(CN1C2=NCCCN2c2ccccc21)c1ccc(Cl)cc1 (stereo not drawn)	-0.9	5	5	-5	-0.8	1	106	-4	-3	0
CC(OC(=O)Cc1n[nH]c(=O)c2ccccc12)C(=O)Nc1ccc(Cl)cn1 (stereo not drawn)	-3.4	14	4	1	-0.2	2	113	-2	-3	3
Clc1ccc2c(c1)-c1nnc(Br)n1-c1ccccc1S2	-0.5	3	18	.	1.0	0	92	-11	3	-2
Cc1[nH]nc2c1C1(CCN(C(=O)c3ccccc3)CC1)C(C#N)=C(N)O2	-2.2	14	24	8	-2.5	-5	97	0	-2	2
CCCOc1cccc(NC(=O)c2c(-c3ccccc3)noc2C)c1	0.4	-2	-5	-5	0.3	0	99	4	-2	-3
CC1CC(C(F)F)n2nc(C(=O)O)cc2N1 (stereo not drawn)	-1.4	7	1	.	-2.0	2	103	0	0	1
CCS(=O)(=O)N1CCC(C(=O)Oc2ccccc2Br)CC1	-1.2	6	0	1	-0.8	-5	94	-12	-1	-3
Cc1ccc(Cl)cc1N1CCN(S(=O)(=O)c2c(C)[nH]c(=O)[nH]c2=O)CC1	-2.0	10	10	3	-1.1	-3	98	-1	-3	0
Cc1cccc(N2CCN(C(=O)Cc3ccc(Br)cc3)CC2)c1C	2.3	-13	-5	.	0.4	6	105	0	-2	2
Cn1c(=O)c2[nH]c(-c3ccccc3)c(O)c2n(C)c1=O	3.6	-22	28	-4	17	9	96	-29	11	-2
NS(=O)(=O)c1cccc(NC(=O)CSc2nc3ccccc3c(=O)n2Cc2ccco2)c1	-0.6	3	32	-4	5.3	1	132	5	-3	0
NC(=O)CC(NC(=O)Cc1ccc(Br)cc1)c1ccc(N2CCC(Br)CC2)c([N+](=O)[O-])c1 (stereo not drawn)	-0.5	3	6	-6	0.5	-2	106	-4	1	1
CSc1nc(-c2ccccc2)nc(C(Cl)Cl)n1	0.0	0	2	-5	1.2	-1	114	-3	2	-2
CCCCCCCC1CC(CSC(=N)N)OC1=O (stereo not drawn)	-0.6	3	12	-2	0.4	-2	105	-1	0	-5

Of the compounds above, 6 contain four or more nitrogen atoms.
SMILES	MOR-DOR ag	OPRM1-OPRD1 inv	Arr AP2 block	Wnt bcat act	LANA DNA inh	cardiac RTF act	Pemphigus Ab inh	Cardiac RTF inh	Keap1 Nrf2 FP	V-ATPase pH
COCCCN1CN=C(Nc2nc3ccccc3o2)NC1	-1.8	10	22	13	-1.2	6	102	-2	-4	2
CC(OC(=O)Cc1n[nH]c(=O)c2ccccc12)C(=O)Nc1ccc(Cl)cn1 (stereo not drawn)	-3.4	14	4	1	-0.2	2	113	-2	-3	3
Cc1[nH]nc2c1C1(CCN(C(=O)c3ccccc3)CC1)C(C#N)=C(N)O2	-2.2	14	24	8	-2.5	-5	97	0	-2	2
Cc1ccc(Cl)cc1N1CCN(S(=O)(=O)c2c(C)[nH]c(=O)[nH]c2=O)CC1	-2.0	10	10	3	-1.1	-3	98	-1	-3	0
NS(=O)(=O)c1cccc(NC(=O)CSc2nc3ccccc3c(=O)n2Cc2ccco2)c1	-0.6	3	32	-4	5.3	1	132	5	-3	0
NC(=O)CC(NC(=O)Cc1ccc(Br)cc1)c1ccc(N2CCC(Br)CC2)c([N+](=O)[O-])c1 (stereo not drawn)	-0.5	3	6	-6	0.5	-2	106	-4	1	1

Given in markdown: entries from further up.
| Structure | MOR-DOR ag | OPRM1-OPRD1 inv | Arr AP2 block | Wnt bcat act | LANA DNA inh | cardiac RTF act | Pemphigus Ab inh | Cardiac RTF inh | Keap1 Nrf2 FP | V-ATPase pH |
| --- | --- | --- | --- | --- | --- | --- | --- | --- | --- | --- |
| Clc1ccc2c(c1)-c1nnc(Br)n1-c1ccccc1S2 | -0.5 | 3 | 18 | . | 1.0 | 0 | 92 | -11 | 3 | -2 |
| Cc1[nH]nc2c1C1(CCN(C(=O)c3ccccc3)CC1)C(C#N)=C(N)O2 | -2.2 | 14 | 24 | 8 | -2.5 | -5 | 97 | 0 | -2 | 2 |

(cont.)
SMILES	MOR-DOR ag	OPRM1-OPRD1 inv	Arr AP2 block	Wnt bcat act	LANA DNA inh	cardiac RTF act	Pemphigus Ab inh	Cardiac RTF inh	Keap1 Nrf2 FP	V-ATPase pH
Cc1c(C(=O)N2CCCCCC2)c(S(=O)(=O)Nc2ccccc2F)c(C)n1C	1.1	-6	33	-1	1.5	4	.	-9	-5	-4
O=C(CSc1ccc(-c2ccccc2)nn1)c1cccs1	0.0	0	2	20	-0.4	0	115	0	-2	-2
CC(C)(C)OC(=O)N1CCN(c2ccc(NC(=O)c3ccco3)cc2)CC1	-1.0	6	6	-2	1.8	0	.	0	4	4
NC(=O)NC(=O)CN1C(=O)NC2(CCOc3ccccc32)C1=O (stereo not drawn)	-0.7	4	2	1	0.1	2	96	-20	-3	-1
CCNC(=O)Nc1ccc(-n2nc(C)c(C(=O)OCC)c2C)nc1	-0.7	3	8	-1	0.1	1	106	-13	-3	1
COc1cc(C=O)ccc1OCC(=O)Nc1ccccc1N1CCOCC1	-4.4	14	-2	-2	2.3	-5	106	8	4	-3
O=C(Nc1nnc(C2=COCCO2)o1)c1cccc([N+](=O)[O-])c1	-3.0	10	-2	1	1.8	-2	110	4	-1	-3
Cc1nc2ccc(Br)cn2c1C(=O)N/N=C\c1ccccc1Cl	-2.8	14	24	-2	1.0	2	109	2	2	7
CC(NC(=O)c1cc(S(=O)(=O)N(C)C)ccc1Cl)c1ccc(-n2ccnc2)cc1 (stereo not drawn)	-1.6	9	5	-2	-1.1	-6	115	-2	-1	-1
COc1ccc(Nc2nc(N)nc(CSc3nncn3C)n2)cc1	-3.1	17	18	3	0.9	7	101	-6	-3	-3
COc1cccc(C2=NOC(C(=O)Nc3cc(C)on3)C2)c1OC (stereo not drawn)	-2.2	11	-3	2	0.1	8	83	-14	1	-3
Cc1nn(C)c(Oc2ccccc2)c1CCNC(=O)CCl	-1.4	7	-15	-1	-0.3	-1	101	-12	-2	4
CC1CC(C)CN(S(=O)(=O)c2ccc3c(c2)NC(=O)C(C)C(=O)N3)C1 (stereo not drawn)	-1.8	10	7	-1	-0.2	1	103	-3	-5	6
COCCn1c(SCC(=O)Nc2ccccc2OC)nc2c(oc3ccccc32)c1=O	1.3	-10	-8	0	-2.3	1	101	7	3	4
CC(C)(C)n1cnnc1Sc1ccc([N+](=O)[O-])cn1	-1.5	8	-5	37*	0.5	2	.	-6	-2	2
CCN(C(=O)COC(=O)/C(=C/c1ccccc1)n1nnnc1C)C1CCCCC1	0.3	-2	-4	-3	-0.8	-11	93	0	-1	1
CC(=O)c1csc(-c2ccccc2)n1	-1.4	7	1	3	2.3	3	97	-4	-6	-2
O=C(/C=C/c1ccc(F)cc1)NC(=S)Nc1ccccc1	5.9	-28	-3	5	-0.1	0	95	-7	-1	-4
CCCn1c(SCc2ccccc2)nc2c1c(=O)[nH]c(=O)n2C	-1.5	6	29	-1	-1.5	-5	96	1	-2	0
CCO[C@H]1OC(C(=O)Nc2ccccc2)=C[C@@H](C)[C@@H]1CCCO	0.5	-3	5	0	1.0	-2	100	-4	-4	-2
COc1ccccc1N1CCN(S(=O)(=O)c2ccccc2F)CC1	-1.0	5	4	-1	-0.8	0	103	-12	2	-1
Nc1ccc2c(c1)-c1ccc(F)cc1C2=O	-2.4	10	2	9	-3.2	-5	109	-6	-2	1
COC(=O)[C@]1(C)N[C@H](CN(C)C(=O)c2ccc(C)cc2)[C@@H]2C(=O)N(Cc3ccccc3)C(=O)[C@@H]21	-1.0	5	16	-3	0.4	5	98	-4	-3	-2
COc1ccc(N(CC(=O)N2CCCC(C)C2)S(=O)(=O)c2c(C)nn(C)c2C)cc1 (stereo not drawn)	-0.3	2	-6	2	-0.7	1	98	-6	-2	0
Cc1ccc(C)c(S(=O)(=O)N2CC(=O)Nc3ccccc32)c1	-2.4	14	24	10	-0.6	2	.	-8	3	0
COc1ccc(OC)c(NC(=O)C(=O)N/N=C(\C)CC(=O)Nc2ccc(Cl)cn2)c1	-2.1	11	4	-1	-1.5	-3	.	-1	-3	2
Cc1cc(C(=O)NC2CCCc3c2cnn3-c2cccc(C)c2C)c(C)o1 (stereo not drawn)	1.8	-10	23	0	0.4	0	112	-8	1	-1
O=C(OC1CCOC1=O)c1cc(-c2cccs2)nc2ccccc12 (stereo not drawn)	0.2	-1	-2	15	-0.3	7	98	2	-2	-1

Bioassay records: PubChem, several laboratories
